Compound activity deposited in PubChem by several laboratories.
RSV CPE inhibition – RSV antiviral activity via CPE protection, HEp-2 cells, primary 10 µM value included (AID 2391) | CPE inhibition, % at 10 µM, or IC50 in µM where a hit was titrated | actives 0.13% (n = 310,000) | HEp-2 cells, RSV-induced CPE inhibition; higher % means a stronger effect; in the data active means a potency from the dose series; inconclusive means CPE inhibition mostly from about 23% at the one dose, without a potency; inactive means the rest, 99 in 100 with CPE inhibition below about 21%; further: strong numbers were not always called active
NS5 inhibitors – Dengue-2 NS5 methyltransferase inhibitors, primary screen, biochemical, confirmation dose response (AID 588689); actives 0.3% (n = 340,000); inhibition, % at 25 µM; hits with a dose series show IC50 in µM; Dengue-2 NS5 methyltransferase capping enzyme assay, biochemical; higher % means a stronger effect; in the data active means a potency from the dose series; inconclusive means inhibition above about 29% without an active follow-up result
ER stress rescue – rescue of cells from ER stress-induced death, primary screen, 384-well, CSM14.1, thapsigargin, ATP luminescence (AID 1222). 190,000 tested, under 10 active. CSM14.1 thapsigargin-induced death rescue, ATP luminescence; higher % means a stronger effect. one-dose cellular ATP content (survival), % at 20 µM; EC50 in µM for titrated hits;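 active means EC50 below 50 µM in the dose-response confirmation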;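 further: death triggered by thapsigargin at about 15 µM added after 2 h compound pretreatment; cell ATP read after overnight thapsigargin exposure of roughly 18 to 22 hours; normalized against plate controls of thapsigargin alone and 5% DMSO vehicle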
GPR35 arrestin U2OS – inhibition of zaprinast-stimulated GPR35 beta-arrestin translocation – imaging, U2OS, beta-arrestin-GFP, zaprinast agonist, primary screen (AID 2058); U2OS GPR35 beta-arrestin-GFP translocation imaging, zaprinast antagonism; higher % means a stronger effect; actives 0.052% (n = 290,000); one-dose inhibition, % at 10 µM; IC50 in µM for titrated hits;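 active means inhibition of at least 50% with at least 30 cells and total cytoplasm GFP at most 10,000,000; inconclusive means under 30 cells or total GFP of 10,000,000 plus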
West Nile antiviral – West Nile virus antiviral activity, cell-based, CPE readout (AID 1621); West Nile virus-infected cells, CPE inhibition; higher % means a stronger effect; CPE inhibition, % at 10 µM; hits with a dose series show IC50 in µM; actives 0.02% (n = 290,000); in the data active means a potency from the dose series; inconclusive means CPE inhibition mostly from about 3.7% at the one dose, without a potency; inactive means the rest, 99 in 100 with CPE inhibition below about 2.2%; further: strong numbers were not always called active
Large T inhibition – TAg ATPase/helicase activity blockers – biochemical (AID 1903) | inhibition, % at 20 µM; hits with a dose series show IC50 in µM | actives 0.39% (n = 310,000) | SV40 large T antigen ATPase/helicase inhibition assay; higher % means a stronger effect; in the data active means a potency from the dose series; inconclusive means inhibition mostly from about 32% at the one dose, without a potency; inactive means the rest, 99 in 100 with inhibition below about 32%; further: strong numbers were not always called active
PhoP inhibition – PhoP-dependent GFP reporter repression – Salmonella Typhimurium, primary screen (AID 1863); S. Typhimurium PhoP-regulated promoter GFP reporter, 4 h; higher % means a stronger effect; inhibition, % at 50 µM, or IC50 in µM where a hit was titrated; actives 0.16% (n = 300,000);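 active means inhibition over 29.93%, a cutoff 3 SD above the screen mean, later confirmed by dose response; inconclusive means inhibition over 29.93% but no dose response follow-up; inactive means inhibition at most 29.93% or unconfirmed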;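 further: 0% = low Mg2+ inducing control and 100% = high Mg2+ repressing control; strong numbers were not always called active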
Rac1 GTP hydrolysis – MgcRacGAP GTPase-activating activity inhibitors, confirmation, biochemical, ADP Hunter fluorescence; inhibition, % at 30 µM; hits with a dose series show IC50 in µM; MgcRacGAP-stimulated Rac1 GTP hydrolysis, ADP Hunter fluorescence; higher % means a stronger effect; GST-tagged Rac1 F28L mutant substrate; actives 0.6% (n = 340,000); AID 624330;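 active means first-screen hits whose inhibition reached a set limit at any dose in the follow-up dose series; inconclusive means inhibition above the set first-screen limit but never retested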;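 further: fluorescence reports GDP produced by GAP-driven GTP hydrolysis; strong numbers were not always called active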
LYP phosphatase – PTPN22 lymphoid phosphatase activity blockers – biochemical, fluorescence intensity, uHTS (AID 1779); recombinant LYP phosphatase, fluorescence intensity; higher % means a stronger effect; actives 0.054% (n = 290,000); one-dose inhibition, % at 11.5 µM; IC50 in µM for titrated hits; in the data active means inhibition above about 50%;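 further: plate controls were vehicle with enzyme for no effect and no enzyme for full effect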
NS5 inhibitors pilot replicate – also measured in NS5 inhibitors; calls as there; inhibition, %; measured here: pilot screen replicate inhibition
Active calls of the source: *; ? = inconclusive; . = not tested or not shown.

SMILES	RSV CPE inhibition	NS5 inhibitors	ER stress rescue	GPR35 arrestin U2OS	West Nile antiviral	Large T inhibition	PhoP inhibition	Rac1 GTP hydrolysis	LYP phosphatase	others
COc1ccc2[nH]c(=O)c(CN(Cc3nnnn3Cc3ccc(F)cc3)CC3CCCO3)cc2c1 (stereo not drawn)	-1.2%	7%	0.4%	1%	0.1%	-2%	4%	8%	-6%
O=C(O)c1ccccc1C(=O)Nc1nc(-c2ccc3ccccc3c2)cs1	3.4%	20%	.	12%	-0.1%	13%	-8%	13%	-4%
C=CCn1c(O)c(N=NC(=O)OC(C)(C)C)c2ccccc21	5.0%	1%	0.1%	9%	-0.1%	5%	13%	1%	3%
CC(C)n1c(=O)[nH][nH]c1=S	1.0%	.	.	-3%	0.1%	?	3%	.	-7%
O=C(NC1CCCCCC1)C1CCC(=O)N(Cc2ccccc2F)C1 (stereo not drawn)	2.1%	-8%	.	8%	-0.1%	2%	-9%	1%	-8%
O=C(Nc1ccc(Nc2ccncc2)cc1)c1ccc([N+](=O)[O-])cc1	8.0%	0%	.	16%	-1.6%	4%	3%	12%	-9%
Cc1ccc(S(=O)(=O)N(Cc2cccc(C)c2)C(=O)N2CCN(C)CC2)cc1	-1.0%	-3%	.	.	.	15%	-6%	3%	.
COc1ccc(/C(O)=C2/C(=O)C(=O)N(CCN(C)C)C2c2ccccc2)cc1Cl (stereo not drawn)	2.5%	-7%	0.7%	-4%	0.4%	4%	-18%	10%	2%
CC(C)COc1ccc(C(=O)NC(Cc2c[nH]c3ccccc23)C(=O)NN)cc1 (stereo not drawn)	4.0%	0%	.	-12%	-0.3%	8%	-8%	-2%	-5%
Nc1nnc(CCC2CCCCC2)s1	0.7%	-6%	2.2%	-16%	0.4%	5%	7%	-1%	-2%
CCO[C@H]1OC(C(N)=O)=C[C@@H](c2ccc(Br)cc2)[C@@H]1CCCO	0.5%	-11%	-1.6%	-4%	0.0%	-1%	-9%	5%	-8%
COC(=O)Cn1cnc2scc(-c3ccc(C)c(C)c3)c2c1=O	1.4%	-3%	.	1%	0.7%	6%	0%	15%	-7%
Cc1ccc(SCC(=O)NC(C)(C)C)cc1	0.3%	4%	-1.3%	10%	0.3%	3%	2%	4%	1%
Cc1cccc(C)c1NC(=O)C(Cl)C(=O)c1ccccc1 (stereo not drawn)	6.8%	4%	.	0%	-0.6%	9%	-2%	9%	-1%
CCO[C@H]1OC(C(=O)N2CCCCCCC2)=C[C@@H](c2csc3ccccc23)[C@@H]1CCCO	8.8%	-8%	5.7%	-8%	.	15%	-6%	6%	0%
CCOc1ccc(-n2nnc3c(=O)n(C/C=C/c4ccccc4)cnc32)cc1	3.4%	-1%	-1.7%	-6%	-0.3%	4%	0%	3%	0%
CNC(=O)n1ccc(C(=O)N2CCCCC2)n1	4.7%	-4%	0.9%	6%	0.5%	10%	2%	9%	-1%
CCOC(=O)c1cnn(-c2ccccc2)c1-n1cccc1C(=O)C(=O)Nc1ccccc1C(F)(F)F	50%	-2%	2.9%	12%	0.1%	2%	-7%	1%	10%
CCOc1ccc(S(=O)(=O)N2CCC(C(=O)NCc3ccncc3)CC2)cc1	-0.1%	-8%	.	-5%	-0.8%	-1%	9%	6%	-4%
O=C(CC1(O)C(=O)N(Cc2cccc3ccccc23)c2ccccc21)c1cccnc1 (stereo not drawn)	3.5%	-3%	-0.7%	19%	0.3%	8%	-1%	3%	-1%
CCc1ccc(OCC(=O)Nc2cccc3nsnc23)cc1	2.7%	8%	-0.1%	8%	0.2%	2%	1%	13%	-7%
CCN1C(=O)c2cccc3c(S(=O)(=O)N(C(=O)c4ccncc4)c4ccc(OC)cc4)ccc1c23	3.8%	-18%	0.7%	13%	-0.7%	18%	9%	10%	4%
Cn1c(SCc2cccc(Br)c2)nnc1-c1ccncc1	1.3%	3%	.	-16%	-0.9%	6%	4%	8%	-8%	NS5 inhibitors pilot replicate=1.2
COc1ccc(N(CC(O)CN2C(=O)NC(C)(C)C2=O)S(=O)(=O)c2ccc(C)cc2)cc1 (stereo not drawn)	-2.7%	3%	3.7%	-11%	-0.2%	0%	-9%	3%	1%	NS5 inhibitors pilot replicate=-2.1
CC(=O)c1ccc(N2CCCCC2)c(F)c1	0.1%	-12%	-0.9%	21%	0.9%	16%	-3%	-5%	-3%
SMILES	RSV CPE inhibition	NS5 inhibitors	ER stress rescue	GPR35 arrestin U2OS	West Nile antiviral	Large T inhibition	PhoP inhibition	Rac1 GTP hydrolysis	LYP phosphatase	others
Cc1cc(C)n(CCNC(=O)CC2C(=O)NCCN2CC2CCCCC2)n1 (stereo not drawn)	1.9%	-2%	0.7%	2%	0.6%	24%	-8%	8%	-3%
COCCNCC1C(Oc2ccc(Cl)cc2)C(=O)N1c1ccccc1C (stereo not drawn)	-0.5%	4%	.	19%	-1.1%	-3%	7%	-5%	-3%
COc1cc(CNC23CC4CC(CC(C4)C2)C3)ccc1OCc1ccccc1	7.1%	-12%	-1.0%	-7%	-2.1%	23%	4%	17%	-7%
Cc1cc(C)nc(/N=C(/NC(=O)Nc2cccc(Cl)c2)Nc2ccccc2)n1	0.7%	-9%	-1.3%	12%	0.2%	6%	7%	3%	2%
CCN1CCCC1CNC(=O)c1ccccc1Cl (stereo not drawn)	1.6%	-9%	-1.2%	-11%	-0.1%	-13%	-8%	5%	-5%
O=C(COCc1nc2ccccc2c(=O)[nH]1)NC1CCCC1	-1.1%	4%	0.0%	9%	-0.1%	10%	-5%	5%	-12%
C#CCOC(=O)Nc1cnccc1C(F)(F)F	-0.1%	1%	.	2%	-0.1%	4%	1%	8%	-7%
COc1ccc(/C=N/NC(=O)C(=O)N2CCN(c3ccccc3OC)CC2)cc1	.	-3%	-1.3%	4%	0.1%	5%	4%	6%	-2%
N#CC1(P(=O)(c2ccccc2)c2ccccc2)CCCC1	0.3%	-2%	.	-8%	0.1%	4%	-1%	4%	-7%
Cc1ccc(Cl)c(NC(=O)COC(=O)C2CCC2)c1Cl	-1.4%	-10%	.	.	.	3%	-2%	7%	.
CNC(=S)N/N=C/c1cc(Br)cc(Br)c1O	2.5%	-12%	-2.5%	3%	-0.8%	?	23%	20%	-10%
C=CCN(CC=C)CCOc1ccccc1F	0.5%	-1%	-1.9%	-4%	-0.3%	28%	-1%	19%	-8%
O=C1c2ccccc2C(=O)N1c1nc2nccc(-c3ccccc3)n2n1	2.1%	4%	-3.1%	-15%	-0.2%	7%	7%	3%	-1%
CCCOC(=O)c1ccc(NC(=O)c2ccccc2[N+](=O)[O-])cc1	9.1%	-2%	2.1%	5%	0.2%	22%	-8%	6%	-4%
CCOC(=O)Cc1csc(NC(=O)CSc2nnc(C3CC3)n2C)n1	0.5%	-1%	-1.6%	-1%	0.5%	-1%	-1%	-4%	-5%
CC1=CC(=O)CC2C1(C)CCC(C)C2(C)CCC(C)CC(=O)O (stereo not drawn)	2.2%	4%	.	-1%	-0.4%	6%	3%	6%	-10%
Cc1ccc(NC2CCCN(C(=O)c3cnc4ccccn4c3=O)C2)cc1C (stereo not drawn)	-0.6%	-5%	.	-2%	0.0%	31%	3%	12%	-7%
NS(=O)(=O)c1ccc(N2C(=O)C3CC=CCC3C2=O)cc1 (stereo not drawn)	3.8%	0%	-0.1%	13%	0.5%	5%	3%	4%	-5%
CS(=O)(=O)c1ccc(C(=O)OCC(=O)c2ccc(Cl)s2)cc1	-0.8%	4%	.	.	.	5%	3%	4%	.
Fc1ccc(-c2nc3c(Cl)cc(C(F)(F)F)cn3c2Cl)cc1	?	3%	-1.9%	-21%	0.0%	7%	-18%	0%	2%
CC(C)(C)c1ccc(OCCSc2nc3ccccc3n2CC(=O)O)cc1	5.8%	2%	.	6%	0.1%	7%	0%	13%	-2%
CCc1cccc(NC(=O)CCc2c(C)nn(-c3ccc(N4CCOCC4)nn3)c2C)c1	1.0%	-7%	.	1%	-0.1%	0%	0%	1%	-15%
CCCCNC(=O)c1cc(C)nn1-c1ccccc1	-1.2%	1%	.	6%	0.0%	8%	-3%	9%	-6%
COc1ccc(NC(=O)C(=O)NCC2CCCN2S(=O)(=O)c2cc(C)ccc2C)cc1 (stereo not drawn)	-1.2%	5%	.	.	.	24%	-4%	5%	.
Cn1cnnc1Sc1ccc(C(=O)OCC(=O)NCC(F)(F)F)cc1[N+](=O)[O-]	-1.3%	0%	.	-8%	0.1%	11%	-16%	-5%	-4%
SMILES	RSV CPE inhibition	NS5 inhibitors	ER stress rescue	GPR35 arrestin U2OS	West Nile antiviral	Large T inhibition	PhoP inhibition	Rac1 GTP hydrolysis	LYP phosphatase	others
Cc1cccc(N=C2SC(C)CN2C(=O)CN2C(=O)NC3(CCCC3)C2=O)c1 (stereo not drawn)	-0.4%	-8%	.	.	.	23%	-1%	7%	.
O=C1Nc2cc(C(=O)N3CCN(c4ccccc4F)CC3)ccc2NC1CSCc1ccccc1F (stereo not drawn)	0.9%	.	.	11%	-0.3%	13%	-4%	.	-2%
O=C(COC(=O)[C@@H]1CCCN1C(=O)c1cccs1)NCCc1ccccc1	0.8%	2%	-0.4%	-9%	-0.3%	-8%	5%	0%	-2%	NS5 inhibitors pilot replicate=2.7
COCCCN1C(=O)c2ccc(C(=O)Nc3ccccc3Cl)cc2C1=O	1.0%	-2%	.	7%	0.3%	10%	-6%	5%	-7%
OCc1ccccc1OCCOc1ccc(Cl)c2cccnc12	6.4%	-3%	1.7%	-3%	-0.6%	5%	8%	14%	-5%
CN(C)/C=C/C(=C\C(=O)C(F)(F)F)Nc1ccc(C(F)(F)F)cc1	-0.7%	-3%	1.0%	-2%	-0.3%	5%	0%	5%	0%
COc1cccc(CN(C)C(=O)c2ccc3c(=O)n4c(nc3c2)CCC4)c1	-0.5%	-10%	.	.	.	11%	-2%	10%	.
CSCCC(NC(C)=O)C(=O)OCC(=O)N(c1ccccc1)c1ccccc1 (stereo not drawn)	1.0%	-1%	4.5%	15%	0.1%	9%	-13%	6%	-8%
O=C(NC1CCCN(Cc2ccc(Cl)cc2)C1)c1ccoc1 (stereo not drawn)	0.7%	-4%	.	10%	-0.6%	19%	0%	2%	1%
CCc1cc(=O)oc2cc(C)cc(OC(C)C(=O)NC3CC(C)(C)NC(C)(C)C3)c12 (stereo not drawn)	-0.8%	-2%	.	0%	0.0%	16%	-6%	1%	-12%
O=C(N/N=C/c1ccc2c(c1)OCO2)c1ccc2ccccc2n1	17%	-6%	-1.1%	-11%	-0.5%	1%	-14%	12%	2%
O=c1c2ccccc2[nH]c(=S)n1CCN1CCC(=C(c2ccc(F)cc2)c2ccc(F)cc2)CC1	.	.	0.6%	-6%	1.6%	3%	1%	.	4%
O=C(NCCS(=O)(=O)N1CCN(c2cccc(Cl)c2)CC1)c1ccco1	-1.1%	-1%	.	.	.	11%	-3%	7%	.
